Screens deposited in PubChem BioAssay by National Center for Advancing Translational Sciences (NCATS).
Pol eta inh: DNA polymerase eta (human) inhibition. recombinant Pol eta, fluorescent DNA replication assay. Q9Y253. Potency, µM (doses to about 114 µM), for inactives: at the top dose activity change, negative = inhibition, actives largely listed as inhibitors. hit rate 1.2% among 390,000; note: % is set by controls: 0 for no effect and ±100 for the full control effect
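Pol eta (10 nM) was preincubated with compounds for 15 min at room temperature, after which fluorescent replication substrate (50 nM final) was added to start the reaction. Fluorescence was read kinetically at 0 and 10 min.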
APE1 inh: APE1 (human) endonuclease inhibition. hit rate 0.35% among 350,000. AID 2517. recombinant APE1, TAMRA/BHQ-2 abasic DNA cleavage fluorescence. P27695. Potency, µM (highest dose often 65.8 µM), for inactives: at the top dose activity change, negative = inhibition, most hits filed as inhibitors;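 note: plate controls were vehicle for no effect and reference inhibitor for full effect; nearly all actives have a fitted effect of over 55% in size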
Target sequence (P27695 whole entry, looked up): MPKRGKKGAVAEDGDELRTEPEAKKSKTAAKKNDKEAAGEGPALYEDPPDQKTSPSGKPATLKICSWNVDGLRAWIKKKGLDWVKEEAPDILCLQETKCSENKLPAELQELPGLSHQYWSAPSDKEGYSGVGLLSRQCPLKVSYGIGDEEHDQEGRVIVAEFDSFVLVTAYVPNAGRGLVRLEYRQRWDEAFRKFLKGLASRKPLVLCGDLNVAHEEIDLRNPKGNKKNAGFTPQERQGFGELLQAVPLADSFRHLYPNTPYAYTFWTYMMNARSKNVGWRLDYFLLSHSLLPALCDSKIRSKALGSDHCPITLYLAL
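Endonuclease cleavage of a quenched abasic-site DNA duplex (50 nM) by APE1 (0.75 nM) was tracked by TAMRA dequenching. Compounds were preincubated with enzyme 15 min at room temperature; data normalized to buffer-only and DMSO wells plus NSC13755 control.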
POLI inh: DNA polymerase iota (human) inhibition; Q9UNA4; Pol iota fluorescent replication assay, 10 min; Potency, µM (top dose mostly 115 µM), without a hit: top-dose activity, negative = inhibition, hits mostly inhibitors; hit rate 1% among 390,000; AID 588590
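Pol iota at 10 nM preincubated 15 min with compounds at room temperature; reaction started with fluorescent substrate, 50 nM final. Fluorescence read kinetically at 0 and 10 min; buffer-only wells as negative control.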
Pol beta inh: DNA polymerase beta (human) inhibition; P06746; Pol beta primer extension/strand displacement, fluorescence kinetic; Potency, µM (series often up to 114 µM), without a hit: at the highest dose activity change, negative = inhibition, hits mostly inhibitors; hit rate 1.3% among 340,000; AID 485314; note: % is set by controls: 0 for no effect and ±100 for the full control effect
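Reaction started by 50 nM substrate onto compound-treated Pol beta (10 nM, 15 min preincubation, room temperature); plates read at 0 min and 10 min. Normalized concentration-effect data fitted by four-parameter Hill equation.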
BLM helicase inh: inhibitors of human Bloom syndrome helicase BLM. recombinant BLM DNA unwinding, fluorescence dequenching. Potency, µM (top dose mostly 56.1 µM), for inactives: at the highest dose activity change, negative = inhibition, usual class: inhibitors. hit rate 0.2% among 350,000. AID 2528;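 note: plate controls were vehicle for no effect and no enzyme for full effect; nearly all actives have a fitted effect of over 35% in size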
Anesthetic bind: candidate novel general anesthetic via apoferritin binding | P02791 | AID 485281 | Potency, µM (series often up to 77.5 µM), for inactives: at the top dose activity change, negative = displacement, actives largely listed as inhibitors | hit rate 0.074% among 350,000 | apoferritin/1-aminoanthracene competitive binding, fluorescence; note: % is set by controls: 0 for no effect and ±100 for the full control effect; nearly all actives have a fitted effect of over 20% in size
Target sequence (P02791 2-175 limits assumed): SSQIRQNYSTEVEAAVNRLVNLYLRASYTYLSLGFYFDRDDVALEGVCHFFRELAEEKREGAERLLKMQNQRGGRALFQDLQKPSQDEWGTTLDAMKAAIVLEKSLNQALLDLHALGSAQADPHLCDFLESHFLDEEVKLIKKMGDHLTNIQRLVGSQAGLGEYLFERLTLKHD
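Horse-spleen apoferritin (10 uM) was mixed with 50% saturated 1-aminoanthracene in PBS, exposed to compounds for 10 min at room temperature, and read for fluorescence (ex 380 nm, em 535 nm). Competitive displacement was fitted with a four-parameter Hill equation.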
G9a block: G9a (human) methyltransferase inhibition. Potency, µM (series often up to 102 µM), without a hit: at the top dose activity, negative = inhibition, actives largely listed as inhibitors. Q96KQ7. G9a H3K9 monomethylation, AlphaScreen, 2 h. hit rate 8.8% among 350,000; note: % is set by controls: 0 for no effect and ±100 for the full control effect; nearly all actives have a fitted effect of over 75% in size
Target sequence (Q96KQ7 913-1193 limits assumed): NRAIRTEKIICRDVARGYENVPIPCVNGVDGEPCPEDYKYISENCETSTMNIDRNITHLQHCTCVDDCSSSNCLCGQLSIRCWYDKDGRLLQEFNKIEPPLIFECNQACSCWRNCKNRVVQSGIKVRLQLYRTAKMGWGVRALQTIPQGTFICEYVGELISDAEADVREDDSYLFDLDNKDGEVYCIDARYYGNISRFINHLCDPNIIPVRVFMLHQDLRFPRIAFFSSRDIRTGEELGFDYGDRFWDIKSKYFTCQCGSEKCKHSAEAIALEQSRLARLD
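G9a (20 nM) was preincubated 15 min with compound, then reacted 2 h at room temperature with 500 nM biotin-H3K9 peptide and 20 µM SAM. Monomethyl-H3K9 detected by AlphaScreen using anti-H3K9me1 antibody.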
BAZ2B inh: blocks human BAZ2B; Q9UIF8; AlphaScreen BAZ2B-H3K14Ac peptide displacement; Potency, µM (top dose mostly 114 µM), without a hit: at the highest dose activity change, negative = inhibition, hits mostly inhibitors; hit rate 4.4% among 360,000; note: % is set by controls: 0 for no effect and ±100 for the full control effect; nearly all actives have a fitted effect of over 60% in size
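Complex of BAZ2B and biotin-H3K14Ac (50 nM apiece) forms over 30 min at RT, then faces library compounds up to 110 uM for another 30 min; AlphaScreen beads added, 20 min dark incubation, luminescence read.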
POLK inh: blocks human DNA polymerase kappa activity. Q9UBT6. purified Pol kappa, fluorescent DNA synthesis assay, 10 min. Potency, µM (doses to about 107 µM), without a hit: at the highest dose activity, negative = inhibition, hits mostly inhibitors. hit rate 0.53% among 400,000; note: % is set by controls: 0 for no effect and ±100 for the full control effect
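Enzyme at 10 nM met test compounds for 15 min at room temperature. Substrate addition (50 nM final) began the reaction, which was monitored by fluorescence at 0 and 10 min.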
Starred values were filed as active, the others as inactive; ? = inconclusive; / = not tested or not shown; [ ] = another dose, or the depositor's remark. Calls come from the whole dose curve; as a rule, active = well fitted curve in the direction sought with a large enough effect; inconclusive = small, poorly fitted or top-dose-only effect, or another doubt; inactive = no such curve, though single readings can be large; an effect the other way counts as inactive or inconclusive. Potency is the fitted concentration of half-maximal effect. An excerpt, so the mix of outcomes need not match the whole.

SMILES	Pol eta inh	APE1 inh	POLI inh	Pol beta inh	BLM helicase inh	Anesthetic bind	G9a block	BAZ2B inh	POLK inh
Cc1scc(C(=O)N/N=C/c2ccc(OC(C)C)cc2)c1C	-4%	9%	-15%	13%	-5%	-12%	2%[2.33 µM]	-4%	-24%
O=C(CCS(=O)(=O)c1cccc2nsnc12)NC1CCCCCC1	-4%	-2%	17%	30%	-4%	-11%	40µM*	-1%[57.1 µM]	-15%
Cc1nn(-c2ccc(N3CCCC3)nn2)c(C)c1CCC(=O)NCc1ccccc1F	-7%	/	13%	-4%	0%	-2%	7%[59 µM]	-12%	0%
COc1cc(C2C(=O)N(C3CCCCCC3)CC(=O)N2CCc2ccccc2)ccc1OC(C)C (configuration not stated)	-20%	/	24%	-23%	-1%	-2%	-4%[59 µM]	-3%	1%[60.1 µM]
Cc1cccc(NS(=O)(=O)c2nnc(NC(=O)CC(C)C)s2)c1	-19%	-4%	-1%	3%	-2%	-3%	11%	8%	-3%
Cc1c(Cl)cccc1NC(=O)Cc1ccc([N+](=O)[O-])cc1	-7%	1%	30%	-25%	3%	1%	?	?	3%
CNC(=O)c1cc2cc(Cc3ccccc3Cl)ccc2oc1=O	10%	1%	144%[activator]	0%	0%	-9%	14%[12.7 µM]	-8%	8%
COC(=O)c1c(-c2ccc(SC)cc2)sc2ccccc12	-11%	-12%	-9%	/	/	/	12%[0.501 µM]	184%[activator]	-3%
Cc1cc(C)c(S(=O)(=O)n2cnc3ccccc32)c(C)c1	1%	6%	-3%	21%	4%	-9%	89µM*	-9%	-6%
CCN(CC)CCCNc1nc(SC)nc2sc3c(c12)CCN(C)C3	/	-19%	/	?	28%	2%	?	-12%	/
NC(=O)c1ccc(NC(=O)CSC2=Nc3ccccc3C3CC=NN23)cc1 (configuration not stated)	?	2%	?	10%	-11%	-6%	13µM*	6%	-8%
CC1(/[N+]([O-])=C/c2ccc(Cl)cc2Cl)CCCCC1=O (configuration not stated)	3%	-8%	44%[activator]	-8%	-2%	-6%	2%	3%	-9%
CCCN(Cc1nnc(-c2ccccc2Cl)o1)C(=O)c1cc(S(=O)(=O)N2CCOCC2)ccc1F	-17%	1%	39%[activator]	/	/	/	-7%	11%	1%
CCOc1ccc2nc(NC(=O)CSc3nc(-c4ccccc4)c(C#N)c(=O)[nH]3)sc2c1	50µM*	-6%	?	-27%	-12%	-5%	?	-27%	-19%
O=C(CN1C(=O)COc2ccc(S(=O)(=O)N3CCCC3)cc21)N1CCN(c2ccc(Cl)cc2)CC1	-10%	/	37%[activator]	14%	-3%	13%	26%[59 µM]	15%	-6%
COc1ccc(NC(=S)N2CCC(NC(=O)c3ccc(OC)cc3)CC2)cc1	-3%	-19%	6%	47%	-1%	4%	-2%	-2%	-16%
Cc1cccc(-c2nc(=S)c3c(o2)CCCC3)c1	-2%	3%	?	5%	-1%	-24%	128%[activator][12.7 µM]	9%	-23%
c1ccc2c(c1)N1CCCN=C1N2CCN1CCCCC1	2%	-12%	2%	8%	-7%	0%	?	-15%	5%
CC(C)CNc1cc(N2CCCC2)ccc1[N+](=O)[O-]	-4%	1%	14%	-4%	-6%	-18%	11µM*	?	-10%
CCc1cccc2c(C(=O)CSc3nnc(-c4ccoc4C)n3C)c[nH]c12	-9%	-2%	-2%	?	-4%	-17%	-1%[59 µM]	-6%	-12%

Compound profiles (already shown).
`CCCN(Cc1nnc(-c2ccccc2Cl)o1)C(=O)c1cc(S(=O)(=O)N2CCOCC2)ccc1F` as listed: Pol eta inh = -17%; APE1 inh = 1%; POLI inh = 39%[activator]; Pol beta inh = /; BLM helicase inh = /; Anesthetic bind = /; G9a block = -7%; BAZ2B inh = 11%; POLK inh = 1%
`NC(=O)c1ccc(NC(=O)CSC2=Nc3ccccc3C3CC=NN23)cc1` (configuration not stated) as listed: Pol eta inh = ?; APE1 inh = 2%; POLI inh = ?; Pol beta inh = 10%; BLM helicase inh = -11%; Anesthetic bind = -6%; G9a block = 13µM*; BAZ2B inh = 6%; POLK inh = -8%
`COc1ccc(NC(=S)N2CCC(NC(=O)c3ccc(OC)cc3)CC2)cc1` as listed: Pol eta inh = -3%; APE1 inh = -19%; POLI inh = 6%; Pol beta inh = 47%; BLM helicase inh = -1%; Anesthetic bind = 4%; G9a block = -2%; BAZ2B inh = -2%; POLK inh = -16%

The listing continues:
SMILES	Pol eta inh	APE1 inh	POLI inh	Pol beta inh	BLM helicase inh	Anesthetic bind	G9a block	BAZ2B inh	POLK inh
CSc1ccccc1OCc1cc(C(=O)N2CCC(c3ccncc3)CC2)no1	/	8%	/	4%	-4%	-14%	-8%	?	/
O=C1c2oc3ccccc3c(=O)c2C(c2cccc(F)c2)N1CCCO (configuration not stated)	-5%	-3%	6%	11%	0%	-15%	-6%	-14%	-7%
C=CCNC(=O)CSc1nnc(-c2ccccn2)n1Cc1ccccc1	-5%	-1%	10%	-3%	-5%	-6%	-9%	-34%	-9%
Cc1cc(-c2nnc(-c3cccc(Cl)c3)o2)no1	-1%	6%	-11%	-11%	-1%	-10%	9%	2%	3%
COc1ccc(NC(=O)c2cncn2-c2ccccc2)cc1	?	-6%	14%	40%	-1%	4%	-6%	4%	0%
CCCNC(=O)NCCc1ccncc1	-1%	4%	18%	7%	-7%	-8%	-5%[59 µM]	2%	3%
CCN(CC)C(=O)N1CCn2c(nc3ccccc32)C1	-19%	0%	6%	26%	0%	0%	18%[59 µM]	10%	-1%
CCOc1ccc(NC(=O)c2c(NC(=O)Cc3ccccc3)sc3c2CCCCC3)cc1	-6%	/	-2%	26%	0%	-5%	1.1µM*	?	-18%
CCN(CC)S(=O)(=O)c1cccc(C(=O)N/N=C/c2ccc([N+](=O)[O-])o2)c1	0%	-1%	104%[activator]	?	-2%	-24%	10%	/	-8%
CCN(CC(=O)Nc1cccc(OC)c1)CC(=O)Nc1cccc2ccccc12	?	5%	-9%	/	/	/	9%[2.33 µM]	-20%	-8%
Cc1cccc(NC(=O)CCN2C(=O)C3C4C=CC(C4)C3C2=O)c1 (configuration not stated)	0%	3%	0%[58.9 µM]	1%	-7%	-11%	-18%[59 µM]	3%	-8%
Cc1ccc(CNC(=O)Cn2c(=O)n(Cc3ccccc3)c(=O)c3c2c2cc(C)ccc2n3C)cc1	-18%	/	49%[activator]	13%	-10%	-11%	-5%[59 µM]	-6%	10%
CC(C)Oc1ccc(CNC(=O)c2cccc(NC(=O)N3CCSc4ncccc43)c2)cc1	-15%	/	22%	14%	-3%	-6%	-27%[59 µM]	-15%	-4%
COc1cccc(NC(=O)c2nn(-c3ccc(C)cc3)c(=O)n(C)c2=O)c1	-12%	/	29%	3%	2%	-16%	-1%[59 µM]	20%	-9%[60.1 µM]
O=C(CSc1nccn1-c1ccccc1)NO	-35%	-5%	62%[activator]	-2%	-2%	7%	4%	?	-3%
CNC(=S)NC1CC2CCCC(C1)N2Cc1ccccc1OC (configuration not stated)	4%	9%	127%[activator]	93%	1%	-4%	15%	4%	-3%
CC(C)c1ccc(CN2C(=O)NC3(CCCCCC3)C2=O)cc1	-28%	6%	80%[activator]	6%	-3%	-21%	-7%	2%	-8%
CCOC(=O)c1cc2c(=O)n3ccccc3nc2n(CC2CCCO2)c1=NC(=O)c1ccc(F)cc1 (configuration not stated)	-16%	/	34%[activator]	22%	-2%	42%[activator]	4%[59 µM]	5%	3%
CC(C)[C@H](NC(=O)OCc1ccccc1)C(=O)OCC(=O)NCCc1ccccc1	-15%	20%	21%	-3%	-3%	-15%	40%	-1%	-7%
CN(C)c1ccnc2sc3c(SCc4ccc(Cl)cc4)ncnc3c12	-9%	0%	-7%	30%	-3%	2%	36%[59 µM]	4%	-6%
CCC(Sc1ncccc1C(=O)OC(C)C)C(=O)N1CCOCC1 (configuration not stated)	-8%	0%	41%[activator]	19%	1%	-10%	60%[activator][59 µM]	-2%[57.1 µM]	-9%
COc1ccccc1OC(C)C(=O)N1CCN(Cc2ccc3c(c2)OCO3)CC1 (configuration not stated)	-5%	17%	114%[activator]	14%	0%	-12%	-6%	?	-4%
COCCNC(=O)C(c1ccc(C)cc1)N(C(=O)CCC(=O)Nc1ccccn1)C1CCCC1 (configuration not stated)	/	-3%	/	?	-1%	0%	-1%[12.7 µM]	-7%	/
O=C(NC(=S)NCCO)c1sc2ccccc2c1Cl	-8%	5%	67%[activator]	2%	-1%	-12%	25µM*	?	8%
COc1cccc(C2CC(c3cccs3)=NN2S(C)(=O)=O)c1 (configuration not stated)	-11%	-3%	98%[activator]	13%	0%	-13%	-33%	-19%	4%
COc1cccc(CNC(=O)c2cc(S(=O)(=O)N3CCCCC3)cn2C)c1	-10%	/	-22%	-23%	-1%	30%	-15%[59 µM]	-10%	-1%[60.1 µM]
CCN(CC(=O)Nc1ccc(NC(C)=O)cc1)C(=O)c1c(C)nn(-c2ccc(F)cc2)c1Cl	-22%	15%	23%	/	/	/	/	/	-14%
N#Cc1cccc(NC(=O)CSc2nnc(-c3n[nH]c4ccccc34)o2)c1	-2%	11%	33%[activator]	5%	-7%	-11%	/	-6%	-4%
Cc1cccc(-c2cccc(NC(=O)C3CCCN(Cc4cccnc4)C3)c2)c1 (configuration not stated)	-13%	-20%	-8%	-12%	-4%	-12%	/	?	-21%
Cc1ccc(NC(=O)c2ncn(CC(=O)NCc3ccccc3)n2)cc1C	-10%	11%	23%	/	/	/	/	/	3%
CN(C)S(=O)(=O)Oc1ccsc1C(=O)Nc1ccc(Cl)c(Cl)c1	?	-5%	-9%	13%	-6%	?	?	10%	-6%
COc1ccc(CCNC(=O)c2nonc2N)cc1OC	11%	2%	8%	3%	1%	-10%	7%[59 µM]	8%	-18%
CCOC(=O)C1CCN(S(=O)(=O)c2c(C(=O)N3CCCCC3)c(C)n(C)c2C)CC1	1%	35%[activator]	17%	10%	-3%	-5%	-10%[59 µM]	-16%	4%
Cc1ccc(NC(=O)C2CCN(C(=O)N3CCOc4ccccc43)CC2)cc1	-11%	23%	-1%	0%	-1%	-10%	17%	9%	-11%
Cc1cccc2nc(CSc3nc4[nH]ncc4c(=O)n3-c3cccc(Cl)c3)cc(=O)n12	?	-12%	25%	7%	-3%	-13%	8%	6%	5%
